TNAP act hi DEA – TNAP (human) activation, high acceptor; 200,000 tested, under 10 active; purified TNAP, CDP-star luminescence, 1 M DEA, 30 min; active compounds read high; 0 = EDTA background, 1 = DMSO-only activity; AID 1136; activation factor at 20 µM; P05186;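 active means activation factor at least 2 at 20 µM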
Target sequence (P05186 whole entry, looked up): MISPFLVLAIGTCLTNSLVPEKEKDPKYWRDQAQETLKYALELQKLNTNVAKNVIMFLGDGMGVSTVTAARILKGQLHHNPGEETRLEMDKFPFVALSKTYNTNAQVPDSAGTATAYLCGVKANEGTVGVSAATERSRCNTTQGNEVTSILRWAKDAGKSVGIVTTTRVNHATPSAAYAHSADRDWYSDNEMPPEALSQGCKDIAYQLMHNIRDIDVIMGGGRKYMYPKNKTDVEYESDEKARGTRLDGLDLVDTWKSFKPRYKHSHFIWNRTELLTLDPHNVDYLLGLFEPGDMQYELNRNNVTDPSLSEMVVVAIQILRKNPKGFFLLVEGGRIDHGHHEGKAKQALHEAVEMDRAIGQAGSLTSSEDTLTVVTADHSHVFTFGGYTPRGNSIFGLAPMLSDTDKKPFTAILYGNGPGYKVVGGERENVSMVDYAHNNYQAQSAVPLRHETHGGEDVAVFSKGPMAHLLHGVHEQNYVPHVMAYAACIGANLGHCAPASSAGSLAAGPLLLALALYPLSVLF
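Measured by: Luminescent substrate turnover signal | Test system: Human TNAP | Input: TNAP 1/800 final | Dosing: 20 µM single point | Schedule: 30 min, room temperature | Controls: EDTA wells as negative control, DMSO wells as positive control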
FLuc inhib CS – counter-screen for luciferase assay inhibitors: firefly luciferase inhibition. 1.5% of 200,000 active. P08659. ATPLite firefly luciferase biochemical luminescence, 10 min. inhibition, % at 10 µM. AID 1006;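 active means inhibition above about 50% when tested at 10 µM, limit read from the data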
Target sequence (P08659 whole entry, looked up): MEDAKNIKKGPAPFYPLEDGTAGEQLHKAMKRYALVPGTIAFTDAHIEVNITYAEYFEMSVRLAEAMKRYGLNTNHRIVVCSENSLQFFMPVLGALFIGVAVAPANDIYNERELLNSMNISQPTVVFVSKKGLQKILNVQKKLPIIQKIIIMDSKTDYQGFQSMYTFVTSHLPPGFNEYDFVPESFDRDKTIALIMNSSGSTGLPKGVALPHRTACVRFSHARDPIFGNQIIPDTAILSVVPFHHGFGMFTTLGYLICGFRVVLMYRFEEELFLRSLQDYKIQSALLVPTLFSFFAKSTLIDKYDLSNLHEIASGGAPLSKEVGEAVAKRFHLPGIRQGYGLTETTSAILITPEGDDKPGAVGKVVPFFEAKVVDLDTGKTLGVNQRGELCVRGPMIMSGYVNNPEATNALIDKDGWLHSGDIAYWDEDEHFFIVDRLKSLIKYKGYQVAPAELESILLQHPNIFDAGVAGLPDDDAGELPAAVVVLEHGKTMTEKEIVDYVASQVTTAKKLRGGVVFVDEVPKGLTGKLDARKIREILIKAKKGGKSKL
RAM inhibit – blocks the yeast RAM network; AID 868; 1.8% of 190,000 active; S. cerevisiae dse1pr::URA3 reporter, 5-FOA growth OD615, 2 d; analog-sensitive cbk1-as2 kinase mutant strain; inhibition, % at 50 µM;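 active means inhibition above a set limit, 3 SD over mean compound inhibition, cut at about 8.4% in these data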;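 further: 0% = DMSO-only wells with no growth and 100% = 10 µM 1-NA-PP1 full growth; inhibition rescues growth on 5-FOA so higher OD means more RAM inhibition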
APP transl inh – APP translation inhibition | 0.82% of 190,000 active | inhibition, % at 2 µM | SH-SY5Y APP 5'UTR-luciferase reporter, luminescence | AID 1285;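 active means inhibition above a set limit, derived from the sample mean plus 3 SD, cut at about 45% in these data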; further: values of inactives mirror those of a sister screen read the other way
bIAP activator – increases bovine intestinal alkaline phosphatase activity | 0.17% of 200,000 active | activation factor at 20 µM | purified bovine IAP, CDP-star luminescence, 30 min; active compounds read high; fold of DMSO-control signal, blank-subtracted;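 active means activation factor of 2 or more at 20 µM, a signal rise over negative controls twice the positive control's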
TNAP inh noacc – inhibitors of human TNAP without phosphate acceptor; P05186; purified TNAP, CDP-star luminescence, 30 min; inhibition, % at 20 µM; 0.26% of 200,000 active; AID 1012;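 active means tissue-nonspecific alkaline phosphatase inhibition above about 50% at 20 µM in the single-dose screen, limit read from the data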;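 further: 0% = DMSO negative control and 100% = EDTA positive control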
L major viab – inhibitors of Leishmania major promastigote growth | Leishmania major promastigotes, resazurin fluorescence viability | 9% of 200,000 active | inhibition, % at 10 µM; in the data active means inhibition above about 50%;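 further: promastigotes grown with compound for 44 hours at 28 °C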
FLuc stim CS – affects firefly luciferase, flagging false hits in luciferase stimulation screens. AID 1027. ATPlite luciferase biochemical, luminescence, 10 min; 0 = ATP-free wells, 1 = DMSO control. 200,000 tested, under 10 active. P08659. activation factor at 10 µM;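 active means luciferase activation factor, scaled between plate controls, of at least 2 with compound at 10 µM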
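System: luciferase plus luciferin reagent, cell-free; medium: PBS as buffer for the ATP substrate; dosing: test compounds dosed from 2 mM stocks in 100% DMSO; timing: 10 min post-reagent at room temperature; measured by: luminescence measurement of luciferase light output; evaluation: luciferase activation, seen as luminescence increase over controls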
bIAP inhibitor – blocks bovine intestinal alkaline phosphatase activity. purified bovine IAP, CDP-star luminescence, 30 min. inhibition, % at 20 µM. 190,000 tested, under 10 active;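 active means over 50% inhibition of intestinal alkaline phosphatase at 20 µM in the single-dose screen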
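Incubation: 30 min reaction at room temperature / Material: purified bovine intestinal alkaline phosphatase (IAP) enzyme / Input: enzyme at 1/65,000,000 dilution / Dosing: 20 µM single dose / Signal: CDP-star luminescence signal / Reagent: CDP-star chemiluminescent phosphatase substrate, 30 µM final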
TNAP inh hi DEA – TNAP (human) inhibition, high acceptor; purified TNAP, CDP-star luminescence, 1 M DEA; P05186; 0.03% of 200,000 active; inhibition, % at 20 µM;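 active means over 50% inhibition of tissue-nonspecific alkaline phosphatase at 20 µM in the single-dose screen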;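 further: plate controls were DMSO wells for no effect and EDTA-quenched wells as full inhibition for full effect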
* marks the source's active call; other numbers are inactive results; · = not tested or not shown.

SMILES	TNAP act hi DEA	FLuc inhib CS	RAM inhibit	APP transl inh	bIAP activator	TNAP inh noacc	L major viab	FLuc stim CS	bIAP inhibitor	TNAP inh hi DEA
CCCCN(C)CCC(=O)Nc1ccc(F)c(F)c1	1	-4	0.4	-10	0.9	-13	-3	1	14	-2
COC(=O)c1ccc(N(CC(=O)NC2CCCC2)C(=O)CNC(=O)c2ccco2)cc1	1	-6	1.2	-20	0.9	-5	-5	1.1	10	-2
Cn1cnnc1SCC(=O)NC1CCCCC1	1	-3	1.2	-7	0.9	-11	3	1	8	-2
CC1CCN(C(=O)CSc2nncn2-c2ccccn2)CC1	1.1	3	2.8	-14	1	-13	-3	1	3	-6
CCn1c(Cc2cccs2)nnc1SCC(=O)Nc1ccc(OC)c(OC)c1	1.1	-6	2.8	-17	0.6	-12	-3	1.1	40	-9
CC1(C)Cc2c(C#N)c(SCC(=O)c3ccccc3)nc(N3CCOCC3)c2CS1	1	-3	4.2	-13	1.1	-7	14	1	-6	0
Cc1ccc(NC(=O)Nc2cnccn2)cc1Cl	1	-1	2.1	-21	0.9	-8	2	1	11	-2
COc1ccc(-c2cc(-c3ccc(C)cc3)nc(SCc3nnc(-c4ccccc4)o3)c2C#N)cc1OC	1.1	-3	6.0	-8	0.9	-14	21	1	12	-6
C=CCn1c(-c2ccc(Cl)cc2)c[nH]c1=S	1	0	0.7	12	0.9	49	-3	1	12	-3
CCOc1c(OC)ccc2c3c(c(=O)oc12)CCCC3	1	2	1.7	·	1	-8	4	1	4	-4
Cc1cc(NC(=O)c2cnn3cccnc23)nn1CC(=O)Nc1cccnc1	1	2	3.3	-14	0.9	-8	3	1	8	-4
CCc1cccc2c(/C=N/NC(=O)c3cccc(S(=O)(=O)Nc4ccccc4Cl)c3)c[nH]c12	1	-9	-0.1	-2	0.9	-3	-3	1.1	9	2
Oc1ccc(/C=N/n2cc(-c3ccccc3)[nH]c2=S)cc1	1	6	1.2	-12	1	1	6	0.9	2	0
N#Cc1nc(-c2ccco2)oc1N1CCC(C(N)=O)CC1	1.1	-4	3.0	1	1	-4	1	1	3	-8
O=C(NCCc1ccccc1)c1ccc(NCC2CCCO2)c([N+](=O)[O-])c1 (stereo not given)	0.9	0	0.4	-17	0.8	5	42	1	18	7
COc1ccc2c(c1)c(=O)oc1c(C)c(OCC(=O)N3CCc4ccccc4C3)ccc12	1	-5	0.8	-5	1	-3	-4	1.1	2	0
CCOc1cccc2cc(-c3nnc(NCc4ccc5c(c4)OCO5)s3)c(=O)oc12	0.9	-3	3.6	8	1.3	-3	8	1	-32	5
Cc1ccc(NC(=O)Cc2noc3ccccc23)cc1	1	5	1.7	-31	1.1	-4	10	0.9	-11	2
CCOC(=O)c1nn(-c2ccc(F)cc2)cc1O	1.1	24	0.3	-8	0.9	-10	-9	0.8	13	-7
C/C(=N\NC(=O)c1ccc(Br)cc1)c1ccccc1	1	50	0.9	-97	0.9	-9	-1	0.5	8	-4
O=C(COC(=O)[C@@H]1CCCN1S(=O)(=O)c1ccccc1F)Nc1ccc(OC(F)F)cc1	1	0	3.4	21	1	-6	-5	1	-2	-3
Cn1ncc2c(=O)n(/N=C/c3ccccc3)cnc21	0.9	8	1.3	3	0.9	0	-1	0.9	12	7
CN(C)S(=O)(=O)c1cccc(NC(=O)Cn2cc(C(F)(F)F)cc(Cl)c2=O)c1	1	1	-0.1	-7	1	-3	-5	1	4	-3
COc1ccc(NC(=O)CC(Cc2ccccc2)C(=O)O)cc1 (stereo not given)	1	-2	1.1	5	0.9	-4	-4	1	8	-1
COc1ccc(/C(O)=C2\C(=O)C(=O)N(CCN(C)C)C2c2cc(OC)c(OC)c(OC)c2)c(C)c1 (stereo not given)	1	-4	-0.5	-5	1	-8	-1	1	-4	-5
C#CCOCCOCCOCCNc1nc(N2CCN(C(=O)[C@H](CCC(=O)O)n3cc(C(N)[C@H](C)CC)nn3)CC2)nc(N2CCN(C(=O)[C@H](CCC(=O)O)n3cc(C(N)[C@H](C)CC)nn3)CC2)n1 (stereo not given in full)	1.1	-1	-0.1	2	1	-12	-10	1	2	-8
O=C(O)C(Cc1ccccc1)N1C(=O)/C(=C/c2cccs2)SC1=S (stereo not given)	1	-6	15*	8	1	1	-6	1.1	0	-2
Cc1cccc(NC(=O)Cn2cnc3c(oc4ccccc43)c2=O)c1	1	-1	1.2	7	1.1	-1	-8	1	-12	-1
COc1ccc2[nH]c(=O)c(CN(Cc3ccccc3)Cc3nnnn3CC3CCCO3)cc2c1 (stereo not given)	1.1	-1	2.7	1	0.9	-6	8	1	6	-8
N#Cc1ccc(CSc2nnc(NC(=O)CN3C(=O)C4CC=CCC4C3=O)s2)cc1 (stereo not given)	1.1	-6	0.9	-16	1	-10	3	1.1	3	-5
O=C(O)C1C2C=CC(O2)C1C(=O)Nc1ccc2c(c1)OCCO2 (stereo not given)	1	-3	1.3	26	1	5	-8	1	2	-4
O=C(NCc1ccco1)c1ccc(COc2cc(Cl)ccc2Cl)cc1	1	-1	7.0	-34	1	-12	-7	1	4	-4
COc1cc(S(=O)(=O)N(Cc2ccccc2)Cc2ccccn2)ccc1-n1cnnn1	1	-4	0.5	-10	0.9	-8	-2	1	13	-2
COCCCNC(=S)Nc1cccc2ncccc12	1	-5	3.6	-7	1	-1	-1	1.1	-3	0
COc1ccc(/C=C(/CC(=O)NCc2ccc(Cl)cc2)c2nc3ccccc3s2)cc1	1	-2	7.3	7	0.9	-4	30	1	9	1
C1=Nc2c(NCc3ccccc3)ncnc2Oc2ccccc21	1	-8	4.7	-13	0.8	-9	39	1.1	23	-2
O=S(=O)(c1ccc(F)c(F)c1F)N1CCN(C(=S)NC2CC3CCC2C3)CC1 (stereo not given)	1.1	-7	2.1	-1	1	-12	-1	1.1	0	-6
CCSC1=C(C#N)C(c2ccc3c(c2)OCO3)C2=C(CCCC2=O)N1 (stereo not given)	1	3	4.6	-5	0.9	1	29	1	8	2
Cc1ccc(C)c(S(=O)(=O)NC(CC(C)C)C(=O)O)c1 (stereo not given)	1	-4	2.5	10	1	-11	-1	1	-4	-2
Cc1cc(C)c(C)c(OCc2nc(-c3cccnc3)no2)c1	1	-5	1.3	4	0.9	1	1	1.1	13	0
CCC(c1nnnn1C(C)(C)CC)N(CCN1CCOCC1)Cc1cc2cc(C)ccc2[nH]c1=O (stereo not given)	1	-8	-0.6	18	1.1	-2	-1	1.1	-8	-4
O=C(CN1C(=O)C2C3C=CC(C3)C2C1=O)Nc1nc2ccccc2[nH]1 (stereo not given)	1	-2	0.9	8	1.2	-5	2	1	-15	-2
COc1nc(Nc2ccc([N+](=O)[O-])cc2)nc(NC(C)C)n1	1	-1	2.4	12	0.9	-10	97*	1	6	-2
Cc1ccc(CS(=O)(=O)CCC(=O)NC2CC2)cc1	1	-6	-0.7	-2	0.9	-7	-7	1.1	10	1
CCOc1cc(S(=O)(=O)N2CCCC2)ccc1Cl	1	-8	1.2	11	0.9	-14	4	1.1	12	-4

Complete entries, looked up by structure. Screens in order: TNAP act hi DEA | FLuc inhib CS | RAM inhibit | APP transl inh | bIAP activator | TNAP inh noacc | L major viab | FLuc stim CS | bIAP inhibitor | TNAP inh hi DEA
C=CCn1c(-c2ccc(Cl)cc2)c[nH]c1=S is listed as 1 | 0 | 0.7 | 12 | 0.9 | 49 | -3 | 1 | 12 | -3
Cc1ccc(NC(=O)Cc2noc3ccccc23)cc1 is listed as 1 | 5 | 1.7 | -31 | 1.1 | -4 | 10 | 0.9 | -11 | 2
C/C(=N\NC(=O)c1ccc(Br)cc1)c1ccccc1 is listed as 1 | 50 | 0.9 | -97 | 0.9 | -9 | -1 | 0.5 | 8 | -4
Oc1ccc(/C=N/n2cc(-c3ccccc3)[nH]c2=S)cc1 is listed as 1 | 6 | 1.2 | -12 | 1 | 1 | 6 | 0.9 | 2 | 0

Remaining list, next part.
SMILES	TNAP act hi DEA	FLuc inhib CS	RAM inhibit	APP transl inh	bIAP activator	TNAP inh noacc	L major viab	FLuc stim CS	bIAP inhibitor	TNAP inh hi DEA
Nn1c(SCc2cccc3ccccc23)nnc1-c1ccco1	1	3	5.3	-1	0.8	-6	13	1	16	0
O=c1c(Cl)c(NCCO)cnn1-c1cccc(Cl)c1	1	2	1.2	-1	1.1	-8	-2	1	-13	1
CCOc1ccc(S(=O)(=O)N2c3ccccc3CC2C)cc1 (stereo not given)	1	0	5.1	94*	1	0	2	1	0	0
Cc1ccc(C)n1-c1cccc(S(=O)(=O)N2CCOCC2)c1	1	-2	2.8	-6	1	-7	12	1	3	2
CCCC(c1nnnn1Cc1cccs1)N1CCN(C)CC1 (stereo not given)	1	-7	-0.2	-1	1.3	-11	1	1.1	-27	-4
CCOC(=O)c1cc2c(ccn2C)n1CC(=O)N(CC)CC	1	-10	0.9	-10	1.1	-7	-3	1.1	-10	-4
CC1(C)CC(=O)C(C=Nc2ccc3cn[nH]c3c2)=C(O)C1	1	4	1.5	8	0.9	16	1	1	14	1
O=C(Cn1nc(-c2ccc3c(c2)OCCO3)ccc1=O)Nc1ccc(N2CCOCC2)cc1	1.1	-4	2.8	-5	1	-14	1	1	3	-6
NS(=O)(=O)c1cc(C(=O)OCC(=O)c2ccccc2)c(Cl)cc1Cl	1	0	1.4	0	0.8	-5	0	1	19	-4
CCn1c(SCC(=O)NNC(=S)Nc2ccc(C)cc2)nnc1-c1ccc(Cl)cc1	1	-5	4.8	-37	0.8	-68	-5	1	17	-4
COc1ccc(CNC(=O)/C=C/C(=O)O)cc1OC	1	-6	2.2	7	0.9	2	-9	1.1	8	-4
CN1CCN(CC(C)(C)NS(=O)(=O)c2ccc(Cl)cc2)CC1	1	-5	0.1	-1	0.9	-15	94*	1.1	13	-5
CCCNC(=O)c1ccccc1NC(=O)c1ccccc1N(C)S(=O)(=O)c1ccccc1	1	-9	-0.9	-1	0.9	0	-4	1.1	5	-1
CNC(=O)C1CCCN1S(=O)(=O)c1ccc(OC)cc1 (stereo not given)	1	-2	-0.8	-3	1	-11	-3	1	3	-3
COc1ccccc1/C=N/NC(=O)CCSc1ccccc1	1	-9	0.0	1	1	-5	4	1.1	5	-3
COc1cccc(/C(O)=C2/C(=O)C(=O)N(CCN(C)C)C2c2ccc(Br)cc2)c1 (stereo not given)	1.1	-8	-0.5	-12	1	-1	-5	1.1	3	-8
CCOC(=O)C1CCN(S(=O)(=O)c2ccc(CC)cc2)CC1	1.1	-7	-0.3	-7	0.3	-8	11	1.1	·	-7
CCO[C@H]1OC(C(=O)O)=C[C@@H](c2csc3ccccc23)[C@@H]1CCCO	1.1	-9	1.0	-4	1	-9	-13	1.1	1	-8
C=CCc1c(C)[nH]c2c(OC)cccc2c1=S	1	0	1.5	-19	1	-7	76*	1	3	-4
CCC1(C)Cc2ccccc2-c2nc3n(c(=O)c21)CCCCC3 (stereo not given)	1.1	-7	0.1	22	1	-8	-6	1.1	0	-6
COc1ccccc1NC(=O)C1=C(C)Nc2nc(-c3ccccc3)nn2C1c1ccccn1 (stereo not given)	1	-2	-1.3	·	0.9	-18	3	1	11	-4
